# TrxR1 substrate = substrates of rat thioredoxin reductase 1; purified TrxR1 substrate turnover, NADPH consumption readout; Potency, µM (titrated, usually from 114 µM), for inactives: top-dose activity change, negative = substrate turnover; 0.01% of 390,000 active; further: on the % scale 0 is the no-effect control and ±100 the full control effect; nearly all actives have a fitted effect of over 50% in size
#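 Rat TrxR1, dispensed at 90 nM, was prereduced with 400 uM NADPH (final) for 5 min at ~22 deg C, then incubated with compound 15 min before 400 uM selenite. A first-read NADPH fluorescence drop versus no-compound background flagged substrates.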
# TrxR1 inh = rat TrxR1 inhibition | O89049 | recombinant rTrxR1, NADPH fluorescence consumption, selenite substrate | Potency, µM (doses to about 114 µM), without a hit: at the highest dose activity change, negative = inhibition, actives largely listed as inhibitors | 1% of 390,000 active; further: on the % scale 0 is the no-effect control and ±100 the full control effect; nearly all actives have a fitted effect of over 65% in size
#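 Rat TrxR1 (90 nM in the dispensed reagent) was pre-reduced with 400 uM NADPH for 5 min at room temperature, then incubated with compound for 15 min. After 400 uM selenite was added, NADPH fluorescence (Ex 340/Em 450 nm) was followed for 8 min.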
# RGS4 inhibitor = inhibitors of human regulator of G protein signaling 4. 0.039% of 390,000 active. Potency, µM (highest dose often 114 µM), inactives show at the top dose activity change, negative = inhibition, actives largely listed as inhibitors. Transcreener GDP fluorescence polarization, RGS4-accelerated GTP hydrolysis. P49798; further: on the % scale 0 is the no-effect control and ±100 the full control effect; nearly all actives have a fitted effect of over 75% in size; some results filed as inactive show a strong effect at the top dose
#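 MLSMR compounds (23 nl, pin-transferred) preincubated 10 min at room temperature with a 500nM (2x) first reagent, then RGS4 at 900nM (2x) plus Transcreener GDP mix added; fluorescence polarization (620/688 nm) read before and after 90 min at 30 °C.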
# USP1 inh = inhibitors of human USP1/UAF1 deubiquitinase | 0.23% of 390,000 active | recombinant USP1/UAF1, Ub-Rhodamine cleavage fluorescence | O94782 | Potency, µM (highest dose often 57.1 µM), without a hit: top-dose activity change, negative = inhibition, usual class: inhibitors; further: on the % scale 0 is the no-effect control and ±100 the full control effect; nearly all actives have a fitted effect of over 60% in size; inactives centre near -12
#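 Step one: compound is pinned into 1nM USP1/UAF1 in HEPES pH 7.8 buffer with TCEP. Step two: 15 min room-temperature incubation. Step three: Ub-Rho (150nM final) starts cleavage, tracked by fluorescence over six one-minute reads.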
# mIDH1 inhibitor = inhibitors of human mutant IDH1 R132H; O75874; IDH1-R132H enzyme, NADPH consumption, diaphorase/resazurin fluorescence; Potency, µM (top dose mostly 76.6 µM), for inactives: at the highest dose activity change, negative = inhibition, actives largely listed as inhibitors; 0.093% of 390,000 active; AID 602179; further: on the % scale 0 is the no-effect control and ±100 the full control effect; nearly all actives have a fitted effect of over 65% in size
#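 IDH1-R132H (0.5 ug/mL dispensed) in pH 7.5 Tris buffer was preincubated 30 min with compound, then given a substrate mix of 0.016 mM NADPH and 2 mM alpha-KG for 80 min at room temperature; remaining NADPH was read by diaphorase/resazurin fluorescence.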
# RXFP1 ag = agonists of human relaxin receptor RXFP1; 0.3% of 370,000 active; Q9HBX9; Potency, µM (doses to about 57.5 µM), inactives show at the top dose activation, actives largely listed as activators; HEK293T-RXFP1 cAMP TR-FRET, 30 min; response scale: percent of porcine relaxin response, buffer zero; further: on the % scale 0 is the no-effect control and ±100 the full control effect; nearly all actives have a fitted effect of over 60% in size; many of its hits are not listed in these tables
#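 Agonist response is measured as cAMP accumulation in an RXFP1-transfected HEK293T line under PDE4 inhibition. Values are scaled between buffer-only and 29 nM porcine relaxin, and EC50s come from standard Hill equation fits.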
# Vif-APOBEC3G blk = Vif-A3G binding inhibition; HeLa A3G-eYFP + Vif (tagged APOBEC3G with the HIV-1 protein that degrades it), YFP fluorescence, overnight; Potency, µM (series often up to 46.1 µM), for inactives: at the highest dose activity, negative = active, usual class: inhibitors; 0.076% of 410,000 active;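 further: on the % scale 0 is the no-effect control and ±100 the full control effect; nearly all actives have a fitted effect of over 60% in size; hits raise eYFP signal because A3G escapes Vif-driven loss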
# Target sequence (Q9HC16 whole entry, looked up): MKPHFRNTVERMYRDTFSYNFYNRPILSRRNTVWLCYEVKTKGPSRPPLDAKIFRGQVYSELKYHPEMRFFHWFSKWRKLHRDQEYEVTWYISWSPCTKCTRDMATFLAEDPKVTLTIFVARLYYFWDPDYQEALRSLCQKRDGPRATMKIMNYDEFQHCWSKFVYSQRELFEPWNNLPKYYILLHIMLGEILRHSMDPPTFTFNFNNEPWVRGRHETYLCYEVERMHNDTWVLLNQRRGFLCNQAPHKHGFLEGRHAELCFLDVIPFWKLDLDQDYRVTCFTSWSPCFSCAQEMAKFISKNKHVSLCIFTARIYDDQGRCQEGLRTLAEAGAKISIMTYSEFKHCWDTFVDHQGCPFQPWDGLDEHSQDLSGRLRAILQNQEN
#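 HeLa cells stably expressing Vif and C-terminally eYFP-tagged A3G, seeded overnight at 37 deg C, then exposed to compound by pintool overnight at 37 deg C. Rise in yellow fluorescence (Ex 488/Em 500-530, Acumen) marks blocked Vif-driven A3G degradation.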
# ALOX12 inh = blocks human arachidonate 12S-lipoxygenase | Potency, µM (highest dose often 108 µM), without a hit: top-dose activity change, negative = inhibition, usual class: inhibitors | P18054 | purified 12hLO, xylenol orange hydroperoxide absorbance | 1.1% of 580,000 active; further: on the % scale 0 is the no-effect control and ±100 the full control effect
# Target sequence (P18054 whole entry, looked up): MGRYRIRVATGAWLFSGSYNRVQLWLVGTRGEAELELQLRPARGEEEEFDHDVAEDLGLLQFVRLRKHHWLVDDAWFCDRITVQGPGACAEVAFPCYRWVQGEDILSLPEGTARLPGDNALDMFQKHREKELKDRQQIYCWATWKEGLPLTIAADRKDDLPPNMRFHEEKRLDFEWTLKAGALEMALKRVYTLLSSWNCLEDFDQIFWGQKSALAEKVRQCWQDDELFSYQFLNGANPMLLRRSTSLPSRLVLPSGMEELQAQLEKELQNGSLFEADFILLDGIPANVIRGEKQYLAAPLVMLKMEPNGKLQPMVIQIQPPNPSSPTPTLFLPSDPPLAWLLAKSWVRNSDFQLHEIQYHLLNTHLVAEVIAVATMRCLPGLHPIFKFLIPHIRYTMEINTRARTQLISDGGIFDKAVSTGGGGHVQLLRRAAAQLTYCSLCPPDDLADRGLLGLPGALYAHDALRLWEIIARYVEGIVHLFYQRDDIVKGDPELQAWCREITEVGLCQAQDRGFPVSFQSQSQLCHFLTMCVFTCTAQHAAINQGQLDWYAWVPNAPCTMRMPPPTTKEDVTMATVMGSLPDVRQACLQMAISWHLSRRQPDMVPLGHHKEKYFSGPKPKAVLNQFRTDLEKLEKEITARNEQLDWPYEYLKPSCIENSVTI
#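 Purified human 12hLO at 150 nM in 25 mM Hepes, 0.01% Triton X-100, pH 7.0, preincubated 15 min at room temperature with compound. Reaction started with 40 uM arachidonic acid, 30 min at room temperature. Hydroperoxide measured by Fe-xylenol orange, 573/405 nm absorbance ratio.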
# Vif-A3F inh = inhibitors of Vif-A3F interaction. HeLa A3F-eYFP + Vif (tagged APOBEC3F with the HIV-1 protein that degrades it), YFP fluorescence increase. Potency, µM (top dose mostly 46.1 µM), for inactives: at the highest dose activity, negative = active. 0.2% of 390,000 active; further: % of control where 0% means no effect; nearly all actives have a fitted effect of over 65% in size
#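 HeLa cells stably expressing Vif plus C-terminally eYFP-tagged A3F were seeded, incubated overnight at 37 deg C, dosed with compound, incubated overnight again at 37 deg C. Yellow fluorescence (Ex 488/Em 500-530) reported blocked Vif-mediated A3F-eYFP degradation.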
# An asterisk follows results filed as active; ? = inconclusive; nt = not tested or not shown; [ ] = dose if it differs, or a comment. The call rests on the fitted dose curve; in most records, active means well fitted curve in the direction sought with a large enough effect; inconclusive means small, poorly fitted or top-dose-only effect, or another doubt; inactive means no such curve, though single readings can be large; an effect the other way counts as inactive or inconclusive. Potency means the concentration at half of the fitted maximal effect. A portion of the library. The share of hits here may be higher or lower than overall.
SMILES,TrxR1 substrate,TrxR1 inh,RGS4 inhibitor,USP1 inh,mIDH1 inhibitor,RXFP1 ag,Vif-APOBEC3G blk,ALOX12 inh,Vif-A3F inh
Cc1cn(CC(=O)N(C)Cc2ccco2)c(=O)[nH]c1=O,2%,13%,19%,-11%,2%,nt,-1%,13%,5%
COc1cc(C(=O)Nc2cccc(S(=O)(=O)N3CCCC3)c2)cc(OC)c1C,3%,25%,-2%,-11%,9%,3.1%,-16%,-16%,-15%
COc1cccc(OCCSc2nc3ccccc3c(=O)[nH]2)c1,0%[57.1 µM],12%[57.1 µM],-3%,-23%,26%,14%,-1%,-8%,-28%
CCN(CC)CCCN(C(=O)c1ccccc1C)c1nc(-c2ccc(OC)cc2)cs1,-3%,21%,-8%,-10%,8%,0.3%,4%,?,7%
COc1ccc(/C(C)=N/NC(=O)CNC(=O)COc2ccccc2)c(OC)c1,1%,22%,14%,-25%,0%,-1.6%,1%,0%,-13%
COC(C[C@H]1O[C@H]1[C@H](O)COCc1ccccc1)OC,-6%[57.1 µM],10%[57.1 µM],11%,-27%,9%,-0.7%,1%,0%,1%
CCOC(=O)C1(CCCc2ccccc2)CCN(C(=O)c2n[nH]c(CC)c2C)CC1,nt,nt,nt,0%,3%,nt,2%,-3%,-1%
Cc1cc(O)c(C(C[N+](=O)[O-])c2ccc(Cl)cc2Cl)c(=O)o1 (stereo not given),4%[57.1 µM],-19%[57.1 µM],-14%,-5%,2%,-1.4%,-1%,nt,-7%
COc1ccc(Cc2nnc(NC(=O)Nc3ccc(F)cc3)s2)cc1OC,2%,20%,?,-19%,7%,-1.4%,0%,11%,7%
Cc1nnc2sc(-c3ccccn3)nn12,10%[57.1 µM],-1%[57.1 µM],28%,-1%,-6%,1.4%,0%,-14%,2%
CCCCN(C)CCC(=O)Nc1ccc2c(c1)CCC2,-10%,-4%,7%,-6%,-11%,7.2%,2%,-12%,-3%
COc1cc(NC(=S)NC(=O)CC(C)C)ccc1NC(=O)c1cc2ccccc2o1,27%,-15%,-3%,-3%,5%,12%,5%,16%,-13%
CCOC(=O)C1(CCOC)CCN(Cc2cnc(-c3cccc(C)c3)nc2)CC1,3%[11.4 µM],7%[11.4 µM],3%,?,3%,0.8%,1%,1%,-9%
Nn1c(-c2ccccc2)nc2ccccc2c1=O,1%,8%,-6%,-20%,7%,4.2%,-8%,3%,19%
COc1ccc(N(CC(=O)NCc2cccnc2)S(=O)(=O)c2c(C)nn(C)c2C)cc1,6%[57.1 µM],6%[57.1 µM],5%,-5%,-4%,0.4%,-5%,15%,-2%
Cc1ccc(NC(=O)CNC(=O)Cc2cccc3ccccc23)c(O)c1,2%[57.1 µM],3%[57.1 µM],-18%,-15%,-9%,0.2%,-3%,-13%,5%
O=C(CN1CCN(C(=O)C2CC2)CC1)Nc1ccc(Cl)cc1F,-11%,-9%,-22%,-11%,8%,0.6%,-1%,15%,7%
Cc1ccc(CNS(=O)(=O)c2c(N)n(C)c(=O)n(C)c2=O)cc1,-2%,7%,11%,0%,-19%,-0.9%,1%,61%[activator],-21%
Cc1nn(Cc2ccc(C(=O)Nc3nccs3)cc2)c(C)c1Cl,2%,9%,-27%,-18%,2%,0.5%,1%,0%,-2%
Cn1c(=O)c2c(nc(SCC(=O)N3CCc4ccccc4C3)n2C)n(C)c1=O,2%[57.1 µM],0%[57.1 µM],13%,-16%,-4%,8.3%,0%,-10%[57.4 µM],8%

# Ordered by heavy-atom count (smallest number first): 3 of the compounds above
SMILES,TrxR1 substrate,TrxR1 inh,RGS4 inhibitor,USP1 inh,mIDH1 inhibitor,RXFP1 ag,Vif-APOBEC3G blk,ALOX12 inh,Vif-A3F inh
COc1cccc(OCCSc2nc3ccccc3c(=O)[nH]2)c1,0%[57.1 µM],12%[57.1 µM],-3%,-23%,26%,14%,-1%,-8%,-28%
Cn1c(=O)c2c(nc(SCC(=O)N3CCc4ccccc4C3)n2C)n(C)c1=O,2%[57.1 µM],0%[57.1 µM],13%,-16%,-4%,8.3%,0%,-10%[57.4 µM],8%
COc1cc(NC(=S)NC(=O)CC(C)C)ccc1NC(=O)c1cc2ccccc2o1,27%,-15%,-3%,-3%,5%,12%,5%,16%,-13%

# (listing goes on)
SMILES,TrxR1 substrate,TrxR1 inh,RGS4 inhibitor,USP1 inh,mIDH1 inhibitor,RXFP1 ag,Vif-APOBEC3G blk,ALOX12 inh,Vif-A3F inh
Cc1ccc(-c2nc(C)sc2CC(=O)OCC(=O)Nc2cccc([N+](=O)[O-])c2)cc1,4%,10%,-82%,-7%,8%,0.0%,-5%,2%,?
Cc1noc(NC(=O)c2cccc(Cl)c2Cl)c1C#N,2%,?,-10%[56.9 µM],-19%,9%,-1.5%,-5%,-2%,14%
Cc1cccc(-n2nc3c(c2NC(=O)c2ccc4c(c2)OCO4)CS(=O)(=O)C3)c1C,-3%,0%,-10%,-17%,-5%,-0.7%,-6%,11%,-2%
CCOC(=O)C(C(=O)OCC)N(C#N)c1nc(SC)nc(N(C)C)n1,5%[57.1 µM],-17%,14%,-1%,3%,1.2%,0%,83%[activator][57.4 µM],-1%
Cc1ccc2nsnc2c1N(S(C)(=O)=O)S(C)(=O)=O,8%[57.1 µM],-5%[57.1 µM],-12%,-8%,7%,2.0%,2%,0%,-2%
NC(=O)COc1ccc2oc(-c3ccccc3)cc(=O)c2c1,124%[activator],117%[activator],-17%,-18%,7%,23%,0%,4%,-6%
COc1cccc(NC(=O)C2=C(C)C(=O)OC23CCN(C(C)=O)CC3)c1,-4%,5%,21%,-20%,-14%,-0.1%,4%,0%,1%
CCC(=O)Nc1ccc(NC(=O)CSc2nnnn2-c2ccc(OC)cc2)cc1,2%,31%,-13%,-16%,1%,0.1%,0%,0%,-15%
O=C(Nc1ccc2c(c1)OCCO2)NC1(C(F)(F)F)Oc2ccccc2O1,0%,?,10%,-11%,-5%,-0.9%,?,?,-12%
O=C(Cn1nnc(-c2cc(Cl)ccc2-n2cnnn2)n1)N1CCCc2ccccc21,-9%,-12%,16%,0%,16%,-0.6%,-5%,2%,nt
CCOC(=O)c1c(NC(=O)CSc2cn(CCNC(=O)c3ccccc3F)c3ccccc23)sc2c1CCC2,-1%,12%,5%,-15%,-10%,-3.8%,3%,-16%,-9%
Cc1ccc(C)c(N2CCN(C(=O)c3ccc(N4CCCC4=O)cc3)CC2)c1,11%[57.1 µM],-6%[57.1 µM],-5%,-21%,0%,5.5%,4%,nt,2%
Cc1ccc2nc(N/N=C/c3ccccc3C#N)nc(-c3ccccc3)c2c1,0%,0%,11%,-24%,-8%,-5.1%,1%,0%,1%
Cc1ccc(NC(=O)NCc2ccncc2)cc1Cl,8%[57.1 µM],28%[57.1 µM],10%,-5%,7%,4.4%,0%,-9%,-1%
O/N=C1\CCCc2ccc(Cl)cc21,-15%,-17%,0%,-24%,-6%,0.5%,-2%,-8%,1%
OCc1cnc(SCc2ccc(F)cc2)n1Cc1ccc(F)cc1,-6%[57.1 µM],0%[57.1 µM],7%,-8%,2%,0.2%,2%,?,3%
FC(F)(F)c1cccc(-n2cc(-c3ccccc3)c3c(N4CCCCC4)ncnc32)c1,-5%[57.1 µM],-2%[57.1 µM],-10%,0%,-6%,0.1%,-8%,-23%,8%
Cn1nc([N+](=O)[O-])c(C(C#N)c2ccccn2)c(Cl)c1=O (stereo not given),-4%,2.8µM*,-6%,-14%,16%,5.3%,-10%,-10%,2%
O=C(CNc1ccccc1)N/N=C/c1cc([N+](=O)[O-])ccc1N1CCCC1,-8%,1%,-24%,-15%,1%,1.0%,1%,-4%,-5%
CCC1CCCCN1C(=O)COC(=O)COc1ccc(Br)cc1 (stereo not given),4%,19%,17%,-8%,7%,nt,-1%,6%,1%
O=C(c1ccc(OC2CCN(C/C=C/c3ccccc3)CC2)cc1)N1CCCCC1,-7%,-14%,-4%,-15%,2%,-0.9%,0%,?,0%
CCCCNC(=O)COC(=O)c1ccc(Cl)c(S(=O)(=O)N2CCCC2)c1,-6%,-1%,14%,-7%,-1%,1.5%,0%,0%,1%
O=C(COC(=O)Cc1ccsc1)Nc1ccc(S(=O)(=O)N2CCOCC2)cc1,-1%,21%,12%,-10%,-18%,0.6%,0%,-11%,-4%
C/C(=N/NC(=O)c1cc(C)[nH]n1)c1ccco1,1%,16%,-16%,-24%,0%,0.0%,-3%,13%,8%
S=c1nc(-c2ccccc2)n(Cc2cccnc2)c2c1CCCC2,-8%,-19%,7%,-20%,0%,3.8%,0%,nt,-2%
CCOC(=O)C1CCN(Cc2ccc(N(C)C)cc2)CC1,3%[0.457 µM],21%,6%,-12%,4%,-1.1%,-2%,1%,14%
O=C(CSc1ccc(Cl)cc1)Nn1cnnc1,3%,48%[activator],-2%,-6%,3%,-1.0%,-1%,8%,0%
CC(=O)Nc1ccc(S(=O)(=O)NNC(=O)c2cccc([N+](=O)[O-])c2)cc1,0%,27%,21%,-3%,1%,-0.6%,1%,0%,2%
Cc1cc(C)n2nc(SCC(=O)Nc3cc(Cl)ccc3C)nc2n1,1%,1%,16%,-17%,-2%,6.6%,-1%,-6%,-2%
COc1cccc(COC(=O)c2ccc(S(=O)(=O)N3CCC(C)CC3)cc2)c1OC,4%[57.1 µM],10%[57.1 µM],-5%,-14%,-3%,-1.4%,-2%,-8%,-3%

# Assay outcomes deposited in PubChem by National Center for Advancing Translational Sciences (NCATS).
